GalR3 antag – human GalR3 antagonism; O60755; HEK293 GalR3-CNG cAMP membrane potential fluorescence; galR3 body fused to GalR1 C-terminus; inhibition, % at 3 µM; hit rate 0.44% among 360,000; AID 651719;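 active means inhibition above the screen-wide average plus 3 SD, cut at about 13% in these data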;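 further: forskolin and galanin both at EC90 stimulate the cells; cAMP rise reported by CNG channel membrane potential dye signal; 0% = forskolin plus galanin with DMSO and 100% = forskolin alone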
CRFR2-BP ag – agonists of human CRF-binding protein/CRF-R2 receptor complex | AID 588473 | activation, % at 13.2 µM | HEK293 CRF-R2/CRF-BP, calcium dye fluorescence (FLIPR); percent of saturating CRF peptide response | hit rate 0.46% among 350,000;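 active means activation of at least 50%, plus an integration ratio under a set limit after plate pattern correction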;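 further: plate controls were neutral control wells without compound for no effect and CRF at EC100 for full effect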
pCIP destab – p/CIP protein destabilization; Q05BA5; F442A p/CIP-EGFP cells, EGFP fluorescence, 16 h; decrease of EGFP signal, % at 10 µM; hit rate 0.01% among 290,000;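 active means EGFP signal decrease of at least 30% at 10 µM or well 3 SD below plate mean, unless failing retest; inactive means the rest, including hits failing retest or dose response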; further: some compounds called inactive have numbers as strong as hits; many of its hits are not listed in these tables
M4 PAM – CHRM4 positive allosteric modulation. P08173. CHO-K1 hM4/Gqi5, Fluo-8 calcium fluorescence, ACh EC20; 0% = ACh EC20, 100% = maximal ACh. activation, % at 3 µM. hit rate 0.4% among 360,000;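 active means activation above its plate's cutoff, the mean activation of sample wells plus 3 SD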; further: some results filed as inactive read as strong as hits
CRFR2-BP antag – CRF-BP/CRF-R2 complex antagonism; HEK293 CRF-R2/CRF-BP, CRF-induced calcium fluorescence; inhibition, % at 11.8 µM; hit rate 0.59% among 350,000;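 active means inhibition of the ligand-induced calcium signal above about 50% at the single tested concentration, limit read from the data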
IDE act – boosts human insulin-degrading enzyme activity in HEK cells; activation, % at 5.96 µM; FAbeta-B cleavage, fluorescence polarization; 0% vehicle, 100% cell-free pure enzyme wells; hit rate 0.073% among 340,000;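 active means activation above the mean of all tested compounds plus 3 SD, set per screening campaign, cut at about 17% in these data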
MEKK3 PB1 HTS – modulators (inhibitors or enhancers) of MEK5 binding to human MEKK3 PB1 domain; bead-based flow cytometry, Alexa488-MEK5 binding to MEKK3; actives lie on both sides; 0 = blocked by unlabeled MEK5, 100 = vehicle; hit rate 1.4% among 290,000; AID 1529; Q99759; binding response (% of control), % at 10 µM;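 active means binding response more than 3 SD above or below the average of its plate-row segment, actives on both sides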;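 further: Alexa488 bead fluorescence after subtracting the streptavidin-only scavenger bead signal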
Target sequence (Q99759 whole entry, looked up, the tested form may be a part): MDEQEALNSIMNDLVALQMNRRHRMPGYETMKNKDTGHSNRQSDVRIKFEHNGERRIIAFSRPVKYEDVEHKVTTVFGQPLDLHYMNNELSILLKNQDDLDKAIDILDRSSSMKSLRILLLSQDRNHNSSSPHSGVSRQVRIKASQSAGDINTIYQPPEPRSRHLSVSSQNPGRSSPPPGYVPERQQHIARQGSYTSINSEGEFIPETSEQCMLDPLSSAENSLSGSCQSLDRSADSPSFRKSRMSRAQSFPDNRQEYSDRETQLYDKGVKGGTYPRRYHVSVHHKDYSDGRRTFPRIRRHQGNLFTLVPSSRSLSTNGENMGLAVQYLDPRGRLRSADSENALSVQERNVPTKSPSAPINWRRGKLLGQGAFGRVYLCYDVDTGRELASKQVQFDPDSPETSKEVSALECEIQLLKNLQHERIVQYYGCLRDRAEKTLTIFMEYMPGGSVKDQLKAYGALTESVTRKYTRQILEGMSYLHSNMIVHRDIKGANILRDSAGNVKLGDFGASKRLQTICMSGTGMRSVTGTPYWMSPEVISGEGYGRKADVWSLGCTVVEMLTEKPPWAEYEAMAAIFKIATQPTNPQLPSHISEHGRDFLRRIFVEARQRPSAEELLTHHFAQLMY
IDE cell inh – inhibits human insulin-degrading enzyme in HEK cells; P14735; FAbetaB cleavage, fluorescence polarization; inhibition, % at 5.59 µM; hit rate 0.41% among 320,000; AID 434962;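 active means percent inhibition above the average of all tested compounds plus 3 SD, set per screening campaign, cut at about 16% in these data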;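 further: IDE supplied by intact live HEK cells; FP after avidin binding of uncleaved biotin substrate so inhibition keeps polarization high; 0% = DMSO wells and 100% = 60 µM reference IDE inhibitor Ii1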
PHOSPHO1 block – inhibitors of human PHOSPHO1 phosphatase; recombinant PHOSPHO1, absorbance phosphatase assay; hit rate 1.1% among 290,000; Q8TCT1; inhibition, % at 13.3 µM; AID 1565; in the data active means inhibition above about 60%
Target sequence (Q8TCT1 whole entry, looked up): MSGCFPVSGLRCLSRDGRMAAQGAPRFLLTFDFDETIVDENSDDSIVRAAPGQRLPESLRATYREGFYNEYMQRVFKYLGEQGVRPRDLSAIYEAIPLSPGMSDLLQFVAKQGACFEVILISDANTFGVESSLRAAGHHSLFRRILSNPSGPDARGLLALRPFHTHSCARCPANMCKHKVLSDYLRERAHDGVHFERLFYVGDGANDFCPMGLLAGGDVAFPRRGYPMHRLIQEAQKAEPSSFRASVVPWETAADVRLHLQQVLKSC
* marks the source's active call; other numbers are inactive results; x = no result given. Compounds were not picked by outcome. Share with any hit: about 4.2%.

SMILES	GalR3 antag	CRFR2-BP ag	pCIP destab	M4 PAM	CRFR2-BP antag	IDE act	MEKK3 PB1 HTS	IDE cell inh	PHOSPHO1 block
Cc1ccc(CNc2cccnc2)cc1	-7	-1.4	-29	-1	13	0	105	-1	x
Cc1ccc(NS(=O)(=O)c2cc(OCC(N)=O)c(C)cc2Cl)cc1	-6	-2.4	-10	4	-4	3	102	3	11
CCOC(=O)c1cnc2c(ccc3ccccc32)c1NCCN(C)C	-10	0.3	-9	-4	-4	0	104	0	19
O=C(NCC(c1cccnc1)N1CCN(c2ccccc2F)CC1)c1ccccc1 (stereo unspecified)	x	6.8	0	0	-3	2	114	1	16
CCOC(=O)C/C(C)=N/NC(=O)COc1ccccc1C	-1	-0.6	2	3	1	0	98	6	-19
COC(=O)c1ccc(NC(=O)c2nc(S(=O)(=O)Cc3cccc(C)c3)ncc2Cl)cc1	-4	-1.0	-14	0	52*	-4	100	3	9
Cc1cc(-c2ccc(Cl)cc2Cl)c(C#N)c(=O)[nH]1	-4	-5.0	-3	3	-31	-1	86	1	47
CCc1ccccc1-n1c(SCC(=O)N2CCCC2)nc2[nH]ncc2c1=O	-1	-1.5	9	2	-3	-3	94	12	1
COc1ccc(NC(=O)CCOc2ccc(C)cc2)cc1S(=O)(=O)N1CCOCC1	-2	-0.7	x	-1	12	-3	x	1	x
COc1cccc(NC(=O)CN(C)C(=O)Cn2[nH]c(=O)c3ccccc3c2=O)c1	-5	-0.9	x	9	0	3	x	-2	x
CCN(CC)CCCN(C(=O)c1ccccc1C)c1nc(-c2ccc(OC)cc2)cs1	-17	0.9	11	0	-7	1	107	7	-13
CCOC(=O)C1CCCN(C(=O)c2cc(S(=O)(=O)N3CCCCC3)c[nH]2)C1 (stereo unspecified)	-1	-1.9	-10	-5	9	5	97	5	15
CC(=O)NC(C)c1cc(F)c2cccnc2c1O (stereo unspecified)	2	-0.3	x	11	5	0	x	-1	x
Cc1[nH]c(=O)[nH]c(=O)c1S(=O)(=O)Nc1ccc(Cl)c([N+](=O)[O-])c1	-9	0.7	4	-1	2	0	103	-3	29
CC(=O)Nc1nnc(SCC(=O)N2CCc3ccccc32)s1	-2	-0.8	-8	7	7	2	101	0	26
COc1ccc(NC(=O)CCNS(=O)(=O)c2ccc3[nH]c(=O)oc3c2)cc1Cl	-6	-1.7	0	3	8	0	100	4	53
CCn1c2ccc(F)cc2c2nc3ccccc3nc21	-2	4.7	0	3	-4	0	100	0	11
COC(=O)C1=C(C)N=C2SCCC(=O)N2C1c1cc(Br)ccc1OC (stereo unspecified)	-4	-0.2	11	2	5	0	103	2	14
CCCn1c(/N=C/c2cc(OC)ccc2O)nc2ccccc21	-2	3.2	-2	6	-9	11	99	7	-2
N#CC(C(=O)NC1CC1)c1nc2ccccc2nc1N1CCN(C/C=C/c2ccccc2)CC1 (stereo unspecified)	-3	6.3	-9	7	-12	-4	100	-1	16
Cc1cc(OCCCC(=O)NCCN2C(=O)S/C(=C\c3cccnc3)C2=O)ccc1Cl	-6	-0.4	-27	4	-4	-3	99	4	-24
Cc1ccsc1C(=O)NNC(=O)CCN1CCN(c2ccccc2)CC1	-3	0.9	x	23*	-4	4	x	-1	x
COc1ccccc1CNS(=O)(=O)c1cc(C(=O)N(C)Cc2cccnc2)c(Cl)cc1Cl	-9	-1.0	x	-3	8	7	x	x	x
CCOc1cccc(CN2CCN(CCc3ccccc3)C(CCO)C2)c1O (stereo unspecified)	-1	-1.6	-9	-5	24	5	88	0	51
Cc1nc2ccccc2c2oc(C(=O)N3CCc4ccccc4C3)cc12	-1	-1.3	2	-7	15	-3	103	4	5

An excerpt of these results, comma-delimited.
canonical_smiles,GalR3 antag,CRFR2-BP ag,pCIP destab,M4 PAM,CRFR2-BP antag,IDE act,MEKK3 PB1 HTS,IDE cell inh,PHOSPHO1 block
COC(=O)c1ccc(NC(=O)c2nc(S(=O)(=O)Cc3cccc(C)c3)ncc2Cl)cc1,-4,-1.0,-14,0,52*,-4,100,3,9
Cc1cc(-c2ccc(Cl)cc2Cl)c(C#N)c(=O)[nH]1,-4,-5.0,-3,3,-31,-1,86,1,47

Further compounds.
SMILES	GalR3 antag	CRFR2-BP ag	pCIP destab	M4 PAM	CRFR2-BP antag	IDE act	MEKK3 PB1 HTS	IDE cell inh	PHOSPHO1 block
COC(=O)c1c(NC(=O)CN2C(=O)NC3(CCc4ccccc4C3)C2=O)sc2c1CCCCC2 (stereo unspecified)	-3	1.2	-7	-5	-95	2	97	3	-5
N[C@@H](Cc1ccc(O)c(I)c1)C(=O)O	x	x	-9	x	x	x	101	0	50
COc1ccc(S(=O)(=O)NCCSCc2ccco2)cc1OC	1	-0.3	-8	-5	2	-1	105	5	40
COc1ccc(OCC2c3cc(OC)c(OC)cc3CCN2C(=O)C(C)C)cc1 (stereo unspecified)	-6	2.1	-1	-4	6	3	93	x	16
COc1ccccc1N1CCN(Cc2cc3c(cc2O)OCO3)CC1	-10	-0.6	-1	-7	2	-2	99	3	23
CS(=O)(=O)c1ccc(C(=O)OC2CCOC2=O)cc1[N+](=O)[O-] (stereo unspecified)	-6	-0.3	-9	-10	9	6	102	-2	22
CC(C)(C)NC(=O)CN(Cc1cccs1)C(=O)CN1C(=O)C(=O)c2ccccc21	-4	-1.7	5	-9	-16	5	101	-4	-3
O=C(N/C(=C/c1ccc(Br)cc1)C(=O)N1CCOCC1)c1cccs1	-5	-1.6	-5	3	11	1	110	4	33
CSCC[C@H](NC(=O)N1CCn2c1nc1ccccc12)C(=O)NCc1ccccc1	-1	12	-19	2	-33	1	104	0	18
CC(C)(C)c1ccc(OCc2nc(-c3ccccn3)no2)c(Br)c1	-3	-0.6	-6	5	-18	-1	91	3	-30
S=c1nc(-c2cccc(Cl)c2)[nH][nH]1	-6	0.2	7	-5	0	3	103	4	-5
COc1cccc(C(=O)Nc2ccc(C)cc2)c1	-7	-0.7	10	4	10	1	84	2	24
COc1cccc(N2CCN(C(=O)CSc3ccc(F)cc3)CC2)c1	-2	-0.7	7	2	6	4	103	2	-1
Cc1nn(-c2ccccc2)c2c1C(O)CC(C)(C)C2 (stereo unspecified)	-3	-0.7	-4	11	-12	0	104	2	34
COc1cccc(CN(C)CC(=O)Nc2cccc(S(N)(=O)=O)c2)c1OC	-1	-5.3	3	2	14	3	101	3	-24
CC1C(c2ccccc2)C(C#N)(C#N)C2(C#N)C(=O)NC1(N)C2C (stereo unspecified)	-5	0.8	-6	-1	-12	1	97	5	20
O=C(O)c1cc(S(=O)(=O)Nc2cccc(S(=O)(=O)N3CCCC3)c2)ccc1Cl	-4	0.6	x	11	8	4	x	x	x
CN1C=CC=C/C1=C1\SC(=S)N(N)C1=O	2	-1.3	-6	1	6	-1	104	3	-107
O=C(CSc1nnc(C2CC2)n1C1CC1)Nc1cccc(Br)c1	-3	-1.5	x	2	-7	2	x	-2	x
Cc1ccc2nc(C)c(C(=O)N/N=C/c3cccs3)cc2c1	7	1.9	9	-7	-18	-3	98	2	20
O=C(CSc1ccc(-c2ccc(-n3cccn3)cc2)nn1)Nc1ccccc1F	0	-0.3	x	-3	-8	10	x	-3	x
CCSc1nnc(-c2cc(Br)ccc2N)c(=O)[nH]1	-2	-3.1	0	-1	26	-4	119	2	13
O=C(CCN1C(=O)C2CCCCC2C1=O)Nc1cc([N+](=O)[O-])ccc1Cl (stereo unspecified)	-4	-0.7	x	8	6	2	x	6	x
Cc1ccc(NC(=O)COC(=O)c2c(-c3ccccc3)noc2C)cc1	-6	0.7	x	-3	4	-1	x	0	x
CCCOC1CCCN(C(=O)CCCn2nnnc2CN2CCOCC2)C1 (stereo unspecified)	1	1.1	-1	5	0	2	101	-2	34

Compound profiles, as listed above. Screens in order: GalR3 antag	CRFR2-BP ag	pCIP destab	M4 PAM	CRFR2-BP antag	IDE act	MEKK3 PB1 HTS	IDE cell inh	PHOSPHO1 block
CC(C)(C)NC(=O)CN(Cc1cccs1)C(=O)CN1C(=O)C(=O)c2ccccc21 in the list: -4	-1.7	5	-9	-16	5	101	-4	-3
S=c1nc(-c2cccc(Cl)c2)[nH][nH]1 in the list: -6	0.2	7	-5	0	3	103	4	-5

Limited to GalR3 antag and M4 PAM (3 entries from above):
SMILES	GalR3 antag	M4 PAM
CC(C)(C)NC(=O)CN(Cc1cccs1)C(=O)CN1C(=O)C(=O)c2ccccc21	-4	-9
O=C(N/C(=C/c1ccc(Br)cc1)C(=O)N1CCOCC1)c1cccs1	-5	3
CSCC[C@H](NC(=O)N1CCn2c1nc1ccccc12)C(=O)NCc1ccccc1	-1	2

An excerpt from above in order of molar mass, low to high:
SMILES	GalR3 antag	CRFR2-BP ag	pCIP destab	M4 PAM	CRFR2-BP antag	IDE act	MEKK3 PB1 HTS	IDE cell inh	PHOSPHO1 block
S=c1nc(-c2cccc(Cl)c2)[nH][nH]1	-6	0.2	7	-5	0	3	103	4	-5
CN1C=CC=C/C1=C1\SC(=S)N(N)C1=O	2	-1.3	-6	1	6	-1	104	3	-107
O=C(N/C(=C/c1ccc(Br)cc1)C(=O)N1CCOCC1)c1cccs1	-5	-1.6	-5	3	11	1	110	4	33

New compounds follow
SMILES	GalR3 antag	CRFR2-BP ag	pCIP destab	M4 PAM	CRFR2-BP antag	IDE act	MEKK3 PB1 HTS	IDE cell inh	PHOSPHO1 block
CC(C)[C@H](NC(=O)Nc1ccccc1F)C(=O)O	-2	8.9	-5	-6	7	2	101	3	2
COc1ccc(C2=NS(=O)(=O)N(C)C(C(=O)Nc3cc(C)ccc3O)=C2)cc1OC	x	-1.9	-11	-9	-11	1	102	3	23
O=C(NC(=S)NCc1ccccc1)c1ccccc1F	-1	-0.4	-19	6	-11	5	102	-4	22
CCCC(=O)Nc1ccc2oc(-c3ccc(OC)c(Br)c3)nc2c1	-4	-1.5	-1	2	-16	6	102	-2	-8
Cc1ccc(C(=O)c2cn[nH]c2-c2cc(Cl)ccc2O)cc1	-3	-0.3	-4	-7	-9	2	107	-5	24
O=C(Nc1ccccc1-c1nc2ccccc2s1)c1cccnc1	0	0.3	-12	9	-17	3	98	-2	0
Cc1c(CCC(=O)NCCC(=O)O)c(=O)oc2cc3occ(-c4ccccc4)c3cc12	-14	-2.9	6	-1	10	1	106	3	5
CCOC(=O)N1CCC2(CC1)C(C(=O)C13CC4CC(CC(C4)C1)C3)C2(C#N)C#N (stereo unspecified)	2	-1.0	-14	-3	-6	1	99	13	-16
Cc1cc(C)n2nc(S(=O)(=O)Nc3c(Cl)cccc3Cl)nc2n1	-3	1.7	-32	3	-6	-4	95	5	43
COCc1c(C(=O)N/N=C(/C)c2ccc(OCc3ccccc3)cc2)nnn1-c1nonc1N	-4	5.4	-9	-5	16	1	94	0	2
O=S(=O)(NCc1ccc(Cl)cc1Cl)c1cccs1	2	1.2	-5	-5	4	5	103	3	19
CCOc1[nH]n(-c2ccccc2)c(=O)c1C=Nc1ccc(F)cc1F	-3	-1.4	0	7	0	3	104	7	-5
N#Cc1nc(-c2ccccc2)oc1NCc1ccco1	-3	-0.3	-16	3	8	-4	111	-4	6

From PubChem BioAssay
